GoLoco inh red: inhibitors of human Gai1-RGS12 GoLoco interaction (red fluorophore) | P63096 | Gai1:RGS12 GoLoco peptide FP, rhodamine, 10 min | Potency, µM (titrated, usually from 61.6 µM), without a hit: at the highest dose activity, negative = inhibition, hits mostly inhibitors | 230,000 compounds, 0.44% hits | AID 880; active means well fitted inhibition curve with a large enough effect, not every such curve was filed as active; inactive means no such curve, though single readings can be large or run the other way; further: on the % scale 0 is the no-effect control and ±100 the full control effect; nearly all actives have a fitted effect of over 30% in size; many of its hits are not listed in these tables
Target sequence (P63096 whole entry, looked up): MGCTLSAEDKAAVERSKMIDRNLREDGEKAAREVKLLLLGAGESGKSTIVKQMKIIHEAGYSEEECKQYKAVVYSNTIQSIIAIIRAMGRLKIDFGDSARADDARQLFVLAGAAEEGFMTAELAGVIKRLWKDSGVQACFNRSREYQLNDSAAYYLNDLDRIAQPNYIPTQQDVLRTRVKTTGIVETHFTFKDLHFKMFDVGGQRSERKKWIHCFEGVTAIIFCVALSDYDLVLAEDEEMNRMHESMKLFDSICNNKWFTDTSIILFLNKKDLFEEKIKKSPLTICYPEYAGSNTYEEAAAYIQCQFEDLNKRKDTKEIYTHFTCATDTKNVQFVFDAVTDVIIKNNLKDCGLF
IMPase Li inh: membrane-permeable IMPase blocker, potentiated with lithium; CHO-M1 cells, IP1 TR-FRET (IP-One), carbachol + lithium; Potency, µM (highest dose often 59.4 µM), for inactives: top-dose activity, negative = IMPase inhibition, usual class: inhibitors; 210,000 compounds, 0.35% hits;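 further: IP1 builds up when IMPase is blocked and the TR-FRET signal falls; plate controls were basal vehicle for no effect and high inhibitor control for full effect; nearly all actives have a fitted effect of over 50% in size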
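Test compounds were applied to CHO-M1 cells previously cultured for 16–30 h at 2000 per well. A small lithium amount accompanied them; after 30 min at 37C, IP1 was quantified by TR-FRET.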
Epigenetic reg: epigenetic control regulation, reporter derepression | 280,000 compounds, 0.2% hits | murine LDR cells, GFP reporter derepression, 30 h | AID 1865 | Potency, µM (highest dose often 53.9 µM), for the others: top-dose GFP activation, usual class: activators; further: % of control where 0% means no effect; nearly all actives have a fitted effect of over 60% in size
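Murine LDR cells carrying a silenced, genomically integrated CMV-driven GFP reporter were exposed to compound for 30 hours at 37 C. After PBS washes, GFP-positive cells (20–120 um objects) were counted by laser-scanning microplate cytometry.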
SMN2 splice up: enhancers of SMN2 splice variant expression | HEK293 SMN2-luciferase splicing reporter, luminescence, 30-36 h | Potency, µM (highest dose often 46.1 µM), for inactives: at the top dose activity change, positive = activation, most hits filed as activators | 210,000 compounds, 2.8% hits; further: % of control where 0% means no effect; nearly all actives have a fitted effect of over 55% in size
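HEK293 cells carry an SMN2 […]–luciferase reporter in which exon 7 inclusion puts luciferase in frame. Cells were plated 10-12 h before compound addition, then incubated 30-36 h at 37C. ONE-Glo luminescence was read; sodium butyrate at 4.5 mM final served as control.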
KDM4E inh: JMJD2E (human) inhibition; 230,000 compounds, 1.6% hits; B2RXH2; AID 2147; Potency, µM (top dose mostly 57.1 µM), for inactives: top-dose activity change, negative = inhibition, most hits filed as inhibitors; JMJD2E catalytic domain, FDH-coupled NADH fluorescence (FDH is formaldehyde dehydrogenase); active means well fitted inhibition curve with a large enough effect, not every such curve was filed as active; inconclusive means small, poorly fitted or top-dose-only effect, or another doubt; inactive means no such curve, though single readings can be large or run the other way;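 further: 0% = wells with enzyme and -100% = buffer wells without enzyme; nearly all actives have a fitted effect of over 50% in size; many of its hits are not listed in these tables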
Target sequence (B2RXH2 1-337 limits assumed): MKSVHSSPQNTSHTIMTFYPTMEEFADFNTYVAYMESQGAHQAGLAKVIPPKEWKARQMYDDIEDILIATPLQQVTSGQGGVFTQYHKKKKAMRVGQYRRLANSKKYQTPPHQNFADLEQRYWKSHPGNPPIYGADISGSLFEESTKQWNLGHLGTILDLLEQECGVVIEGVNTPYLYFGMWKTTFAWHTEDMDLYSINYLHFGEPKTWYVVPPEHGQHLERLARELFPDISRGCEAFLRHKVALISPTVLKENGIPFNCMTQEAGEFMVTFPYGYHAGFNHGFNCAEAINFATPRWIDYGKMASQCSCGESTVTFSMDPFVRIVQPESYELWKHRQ
RECQ1 helicase: inhibitors of human RECQ1 DNA helicase. 240,000 compounds, 0.54% hits. AID 2549. P46063. RECQ1 DNA unwinding, red fluorescence kinetic read. Potency, µM (doses to about 57.3 µM), without a hit: top-dose activity, negative = inhibition, most hits filed as inhibitors;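 further: plate controls were vehicle for no effect and no enzyme for full effect; nearly all actives have a fitted effect of over 30% in size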
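50 nM RECQ1T1 preincubated 15 min with compound in Tris pH 8.0 buffer with MgCl2, DTT, Tween-20 and 2.5 ug/ml poly(dI-dC); started with 200 nM TAMRA/BHQ-2 forked duplex and 2 mM ATP. Unwinding read as fluorescence (525/598 nm), two reads 2 h apart.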
NPSR antagonist: blocks cAMP signaling of the human neuropeptide S receptor; Q6W5P4; CHO-NPSR cells, cAMP TR-FRET, antagonist mode; Potency, µM (highest dose often 38.3 µM), for inactives: top-dose activity change, negative = inhibition, usual class: inhibitors; 220,000 compounds, 1% hits; AID 1461; further: on the % scale 0 is the no-effect control and ±100 the full control effect; nearly all actives have a fitted effect of over 50% in size; many of its hits are not listed in these tables
Target sequence (Q6W5P4 whole entry, looked up): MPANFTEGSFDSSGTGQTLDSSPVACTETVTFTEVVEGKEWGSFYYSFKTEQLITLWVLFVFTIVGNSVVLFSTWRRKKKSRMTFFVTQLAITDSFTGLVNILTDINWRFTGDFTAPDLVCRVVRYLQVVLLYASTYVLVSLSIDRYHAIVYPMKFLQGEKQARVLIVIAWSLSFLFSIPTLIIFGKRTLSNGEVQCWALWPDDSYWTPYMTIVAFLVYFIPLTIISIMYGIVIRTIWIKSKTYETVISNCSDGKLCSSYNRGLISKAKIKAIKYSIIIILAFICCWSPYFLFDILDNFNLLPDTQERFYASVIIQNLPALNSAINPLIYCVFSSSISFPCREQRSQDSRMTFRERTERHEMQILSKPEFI
Luc counter: counter-screen: inhibitors of Kinase-Glo firefly luciferase | Kinase-Glo luciferase, ATP luminescence, 8 min | Potency, µM (highest dose often 38.3 µM), without a hit: top-dose activity change, negative = inhibition, actives largely listed as inhibitors | 200,000 compounds, 0.28% hits | AID 1379; further: on the % scale 0 is the no-effect control and ±100 the full control effect; nearly all actives have a fitted effect of over 60% in size
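Inhibition of Kinase-Glo luciferase light generation was assessed at 10 uM ATP in pH 7.2 imidazole buffer, with luminescence measured after eight minutes at ambient temperature.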
An asterisk follows results filed as active; i = inactive; ? = inconclusive; / = not tested or not shown; [ ] = another dose, or the depositor's remark. Unless noted, the call rests on the fitted dose curve; in most records, active means well fitted curve in the direction sought with a large enough effect; inconclusive means small, poorly fitted or top-dose-only effect, or another doubt; inactive means no such curve, though single readings can be large; an effect the other way counts as inactive or inconclusive. Potency means the concentration at half of the fitted maximal effect.

SMILES	GoLoco inh red	IMPase Li inh	Epigenetic reg	SMN2 splice up	KDM4E inh	RECQ1 helicase	NPSR antagonist	Luc counter
CC(O)CNCCCOc1ccccc1OCc1ccccc1 (stereo unspecified)	-10%	5%	-3.2%	-3%	?	i	2%	1%
Cc1c(-c2ncn[nH]2)sc(C#N)c1-c1ccccc1	-3%	2%	2.4%	-18%	-12%	-10%	-36%	4%
CCC1Oc2ccc(C)cc2N(CC(=O)NCc2cc(OC)ccc2OC)C1=O (stereo unspecified)	2%	16%[38.3 µM]	-4.8%	0%	7%	1%	19%[46.1 µM]	3%
CCOC(=O)C1=C(CSc2nccn2C)NC(=O)NC1c1ccc2c(c1)OCO2 (stereo unspecified)	-15%	7%[38.3 µM]	-1.0%	-1%	3%	0%	0%[46.1 µM]	4%
Cc1cccc(C)c1Nc1nnc(SCc2nc3ccccc3s2)s1	40%[activator]	0%	0.0%	?	-7%	-15%	-13%[46.1 µM]	-3%
O=C(NCc1ccco1)c1ccc(COc2cc(Cl)ccc2Cl)cc1	5%	18%	0.0%	?	-5%	-3%	-22%	1%
COCCCNC(=O)CCS(=O)(=O)Cc1ccc(C)cc1	6%	-12%[38.3 µM]	-1.9%	-18%	-3%	-4%	2%[46.1 µM]	-3%
C#CCN1C(=O)C(O)(CC(=O)c2cccc(OC)c2)c2ccccc21 (stereo unspecified)	-7%	13%[38.3 µM]	-6.3%	-5%	-7%	-13%	-4%[46.1 µM]	-2%
O=C(c1ccccc1F)N1CCN(c2cccc(C(F)(F)F)c2)CC1	-3%	8%[38.3 µM]	-0.4%	-12%	-2%	i	-12%[46.1 µM]	0%
CC(=O)c1cccc(NC(=S)NCCCCc2ccccc2)c1	/	/	-0.9%	/	4%	-18%	-11%[46.1 µM]	/
COc1ccccc1N1C(=O)CC(Sc2n[nH]c(-c3cccc(C)c3)n2)C1=O (stereo unspecified)	-33%	2%	-1.9%	14%	1%	4%	?	0%
BrC(/C=C\c1ccccc1)=N/Nc1nc(N2CCOCC2)nc(N2CCOCC2)n1	8%	11%	-1.9%	-11%	-22%	i	-29%	2%
CSc1nc(C)c2c(n1)N(c1ccc(C(C)C)cc1)CC2	4%	-5%[38.3 µM]	-1.4%	-20%	4%	-15%	-2%[46.1 µM]	-3%
C/C(=N\Nc1ccc(S(=O)(=O)Nc2ccccc2)cc1[N+](=O)[O-])c1ccncc1	15%	6%	-0.8%	-24%	19%	20%	-35%	3%
CCN(CC)S(=O)(=O)c1ccc(-c2cc(C(=O)OC)sc2C(F)(F)F)cc1	8%	/	-1.3%	/	5%	7%	59%	/

Single values from the entries so far.
`O=C(NCc1ccco1)c1ccc(COc2cc(Cl)ccc2Cl)cc1` in Epigenetic reg shows 0.0%
`O=C(c1ccccc1F)N1CCN(c2cccc(C(F)(F)F)c2)CC1` in SMN2 splice up shows -12%
`Cc1c(-c2ncn[nH]2)sc(C#N)c1-c1ccccc1` in NPSR antagonist shows -36%
`CC(=O)c1cccc(NC(=S)NCCCCc2ccccc2)c1` in KDM4E inh shows 4%

Back to the main list with the 2 entries that preceded the break.
SMILES	GoLoco inh red	IMPase Li inh	Epigenetic reg	SMN2 splice up	KDM4E inh	RECQ1 helicase	NPSR antagonist	Luc counter
C/C(=N\Nc1ccc(S(=O)(=O)Nc2ccccc2)cc1[N+](=O)[O-])c1ccncc1	15%	6%	-0.8%	-24%	19%	20%	-35%	3%
CCN(CC)S(=O)(=O)c1ccc(-c2cc(C(=O)OC)sc2C(F)(F)F)cc1	8%	/	-1.3%	/	5%	7%	59%	/
O=C(N/C(=C/c1ccccc1)C(=O)N1CCCCCC1)c1ccccc1	7%	1%	-2.2%	-25%	-9%	15%	47%	2%
CCC(C)N(C(=O)COC(=O)Cc1n[nH]c(=O)c2ccccc12)C1CCS(=O)(=O)C1 (stereo unspecified)	5%	-5%[38.3 µM]	0.0%	-5%	4%	5%	15%[46.1 µM]	-2%
CCOC(=O)C1CCN(C(C)=C2C(=O)c3ccccc3C2=O)CC1	1%	24%[38.3 µM]	0.0%	2%	1%	i	4%[46.1 µM]	-1%
COc1ccc(-c2cccc(C(=O)Nc3ccc(OC)c(OC)c3)c2)cc1	6%	5%[38.3 µM]	0.0%	-23%	-6%	-13%	-4%[46.1 µM]	0%
C=CCOc1ccc(CNc2ccc3[nH]c(=O)[nH]c3c2)cc1OC	-2%	20%	-2.1%	-4%	?	-8%	-14%	-4%
COc1ccc(CCNC2=CC(=O)CC(C)(C)C2)cc1	-3%	/	-0.4%	/	3%	-3%	3%[7.67 µM]	/
CCn1c(CNc2nc3ccccc3n2C(C)C)nc2ccccc21	7%	9%	0.1%	-7%	6%	-13%	-4%[46.1 µM]	0%
Cc1cc(C)c2c(CC(=O)O)c(C)[nH]c2c1	0%	6%	-1.1%	/	?	3%	-4%	-1%
COc1ccccc1OCC(=O)Nc1cccc(-c2nnc(-c3ccco3)o2)c1	-3%	12%	-0.4%	18µM*	?	16%	4%	-3%
O=C(Nc1cccc(F)c1)c1cccc(S(=O)(=O)N2CCOCC2)c1	5%	17%	-0.8%	-17%	7%	0%	9%[46.1 µM]	3%
O=C(NC1CCC(O)CC1)c1ccc(-c2ccc([N+](=O)[O-])cc2)o1 (stereo unspecified)	-13%	/	0.0%	/	-3%	-1%	0%	/
CCOC(=O)c1sc(=S)n(-c2ccc(F)c(F)c2)c1N	-16%	2%[38.3 µM]	-0.8%	-9%	0%	-16%	?	-2%
COc1ccc(C)cc1NC(=O)C(CCS(C)(=O)=O)NC(C)=O (stereo unspecified)	6%	24%[38.3 µM]	0.1%	-2%	-8%	0%	6%[46.1 µM]	-2%
Cc1ccsc1/C=N\NC(=O)CCc1c(C)n[nH]c1C	7%	6%	-1.3%	0%	-5%	i	4%	1%
CCn1c(C(C)NC(=O)c2cccs2)nc2ccccc21 (stereo unspecified)	-2%	12%[38.3 µM]	0.0%	-12%	11%	0%	0%[46.1 µM]	0%

6 entries picked at random from those above, as already listed:
SMILES	GoLoco inh red	IMPase Li inh	Epigenetic reg	SMN2 splice up	KDM4E inh	RECQ1 helicase	NPSR antagonist	Luc counter
CC(=O)c1cccc(NC(=S)NCCCCc2ccccc2)c1	/	/	-0.9%	/	4%	-18%	-11%[46.1 µM]	/
CCn1c(C(C)NC(=O)c2cccs2)nc2ccccc21 (stereo unspecified)	-2%	12%[38.3 µM]	0.0%	-12%	11%	0%	0%[46.1 µM]	0%
CCC(C)N(C(=O)COC(=O)Cc1n[nH]c(=O)c2ccccc12)C1CCS(=O)(=O)C1 (stereo unspecified)	5%	-5%[38.3 µM]	0.0%	-5%	4%	5%	15%[46.1 µM]	-2%
CCOC(=O)C1CCN(C(C)=C2C(=O)c3ccccc3C2=O)CC1	1%	24%[38.3 µM]	0.0%	2%	1%	i	4%[46.1 µM]	-1%
BrC(/C=C\c1ccccc1)=N/Nc1nc(N2CCOCC2)nc(N2CCOCC2)n1	8%	11%	-1.9%	-11%	-22%	i	-29%	2%
Cc1cccc(C)c1Nc1nnc(SCc2nc3ccccc3s2)s1	40%[activator]	0%	0.0%	?	-7%	-15%	-13%[46.1 µM]	-3%

Next part.
SMILES	GoLoco inh red	IMPase Li inh	Epigenetic reg	SMN2 splice up	KDM4E inh	RECQ1 helicase	NPSR antagonist	Luc counter
N#Cc1ccccc1S(=O)(=O)N1CCN(CC(O)c2ccccc2)CC1 (stereo unspecified)	-3%	1%	-2.9%	4%	?	-2%	19%	1%
CCOc1ccc(C(CC(=O)O)NC(=O)c2cccs2)cc1OC (stereo unspecified)	7%	-4%	-4.4%	-5%	7%	4%	-10%	3%
Cc1cc2c(c(=O)o1)C1(C(=O)N(CC(=O)O)c3ccccc31)C(C#N)=C(N)O2 (stereo unspecified)	19%	-8%[38.3 µM]	-0.1%	-6%	?	2%	0%[46.1 µM]	1%
Cc1ccc(N(CC(=O)O)S(=O)(=O)c2cccc3nonc23)cc1	2%	-15%[38.3 µM]	-0.9%	-9%	-3%	-6%	11%[46.1 µM]	11%
CN1C(=O)N(c2nnc(C(C)(C)C)s2)C(=O)C1c1ccccc1 (stereo unspecified)	9%	/	0.1%	/	10%	i	-13%	/
COc1ccc(C(=O)OCC(=O)NCC2CCCCC2)cc1S(=O)(=O)N1CCCc2ccccc21	2%	2%[38.3 µM]	-4.5%	-14%	-4%	-5%	-29%[46.1 µM]	2%
CSc1nsc(SCC(=O)N2CCCCC2)n1	1%	4%	0.1%	26%	-9%	-5%	8%	5%
O=C(N/N=C/c1ccc[nH]1)c1sc2ccccc2c1Cl	13%	5%[38.3 µM]	16%	-24%	0%	-1%	-27%[46.1 µM]	-8%
O=C(CSc1ccccc1)NCc1ccco1	4%	5%	1.2%	2%	9%	-4%	2%[46.1 µM]	-2%
N#Cc1c(-n2cccc2)cccc1-n1cccc1	/	/	0.0%	/	-6%	-4%	10%[46.1 µM]	/
Cc1sc2nc(CN3CCOCC3)nc(NCCc3ccccc3)c2c1C	-3%	2%[38.3 µM]	-3.3%	0%	4%	i	-15%[46.1 µM]	1%
Cc1ccc(CN2CCN(CCCn3cccn3)CC2CCO)cc1 (stereo unspecified)	3%	11%	-0.6%	/	6%	-8%	-1%	3%
Cc1nn(-c2ccc(C(=O)Nc3nnc(C4CC4)s3)cc2)c(C)c1Cl	0%	-9%[38.3 µM]	1.7%	-18%	1%	-9%	-1%[46.1 µM]	-2%
CCCc1cc(C(=O)OC)c(NC(=O)CCC(=O)O)s1	14%	-1%	-1.9%[10.1 µM]	-3%	-22%	i	-19%	-1%
CCOC(=O)C(CC)/C(C)=N\NC(=O)CCC(=O)Nc1ccc(Cl)cc1Cl (stereo unspecified)	91%[activator]	1%	-1.1%	2%	10%	-1%	-6%	3%
O=C(NC(=S)Nc1ccccc1N1CCOCC1)c1cccs1	10%	6%	1.1%	-7%	?	-6%	-3%	-4%
CC(=O)c1nnn(-c2ccc([N+](=O)[O-])cc2C)c1C	-2%	-13%	4.3%	8%	5%	-9%	9%	0%

Source: PubChem BioAssay (National Center for Advancing Translational Sciences (NCATS))

Only part of the results is shown. The share of hits here may be higher or lower than overall.
